Screens from PubChem BioAssay.
tuberculosis growth = growth inhibition of non-replicating M. tuberculosis (AID 488890); inhibition, % at 25 µM; hits with a dose series show IC50 in µM; actives 0.39% (n = 320,000); Mycobacterium tuberculosis non-replicating, growth inhibition; higher % means a stronger effect; in the data active = a potency from the dose series; inconclusive = inhibition mostly from about 82% at the one dose, without a potency; inactive = the rest, 99 in 100 with inhibition below about 76%;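 also: plate controls were DMSO cells for no effect and high antibiotic wells for full effect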
VEEV TC-83 Vero = inhibitors of VEEV TC-83 cytopathic effect, confirmation, Vero cells (AID 588727). one-dose inhibition, % at 20 µM; IC50 in µM for titrated hits. Vero cells, VEEV TC-83 cytopathic effect inhibition; higher % means a stronger effect. actives 0.13% (n = 350,000); in the data active = a potency from the dose series; inconclusive = inhibition mostly from about 14% at the one dose, without a potency; inactive = the rest, 99 in 100 with inhibition below about 12%; also: strong numbers were not always called active
H1N1 NS1A inhibition = NS1A inhibition, H1N1 influenza, cell based functional assay (AID 504329); actives 0.3% (n = 340,000); NS1A functional cell-based assay, percent inhibition; higher % means a stronger effect; one-dose inhibition, % at 12.5 µM; IC50 in µM for titrated hits; in the data active = a potency from the dose series; inconclusive = inhibition above about 27% without an active follow-up result; also: strong numbers were not always called active
PhoP GFP inhibition = PhoP regulon inhibitors, Salmonella typhi PhoP promoter GFP reporter, confirmatory (AID 1850); Salmonella Typhi PhoP-promoter GFP reporter, fluorescence, 4 h; higher % means a stronger effect; inhibition, % at 50 µM, or IC50 in µM where a hit was titrated; actives 0.33% (n = 310,000); in the data active = a potency from the dose series; inconclusive = inhibition mostly from about 25% at the one dose, without a potency; inactive = the rest, 99 in 100 with inhibition below about 19%;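 also: 0% = induced wells with vehicle and 100% = uninduced wells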
M. tuberculosis HTS = M. tuberculosis growth inhibition, HTS (AID 449762); M. tuberculosis H37Rv growth inhibition, 7H9 media; higher % means a stronger effect; inhibition, % at 25 µM; hits with a dose series show IC50 in µM; actives 0.59% (n = 330,000); in the data active = a potency from the dose series; inconclusive = inhibition above about 70% without an active follow-up result;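 also: bacterial growth assessed after seven days of incubation; strong numbers were not always called active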
VEEV TC-83 Vero 10K pilot screen = further read-out of VEEV TC-83 Vero, marked with its call; inhibition, %; measured here: 10K pilot screen inhibition
* hit, by the source's call; i = inactive; u = inconclusive; x = no result given.

SMILES | tuberculosis growth | VEEV TC-83 Vero | H1N1 NS1A inhibition | PhoP GFP inhibition | M. tuberculosis HTS | others
CC1(C)Cc2ccccc2C(COc2ccccc2)=N1 | 1% | 0.6% | 1% | 0% | 5%
Cc1ccc(C)c(-c2csc(N/N=C/c3ccco3)n2)c1 | 0% | u | x | 0% | 35%
C/C(CS(=O)(=O)c1ccc(Cl)c(Cl)c1)=N/NC(N)=S | u | 1.4% | 2% | 3% | -6%
C[N+](C)(C)CCNC(=O)c1c(O)c2c([nH]c1=O)CCCC2 | 9% | 1.1% | -1% | -1% | -9%
CC(=O)N(CCc1ccccc1)Cc1cc2ccc(C)c(C)c2[nH]c1=O | -4% | 2.1% | -1% | 6% | -5%
CC(=O)Nc1c(NC(C)(C)C)c2ccccc2oc1=O | -1% | 1.2% | -7% | 0% | -4%
NNC(=O)c1sc2cc(C(F)(F)F)cnc2c1-c1ccccn1 | -3% | 1.1% | x | 12% | 7%
CCOC(=O)c1cn(CC(=O)Nc2cccc(F)c2)nn1 | 6% | i | -1% | -2% | -2%
CN(C)S(=O)(=O)c1ccc(C(=O)N2CC(=O)Nc3ccc(F)cc3C2c2ccc(F)cc2)cc1 (stereo unspecified) | -3% | 4.5% | -7% | 1% | 3%
O=c1[nH]c(=S)n(C2CC2)c(O)c1C=Nc1ccc2c(c1)OCO2 | -11% | 0.9% | 0% | 14% | 42%
O=C(NCCc1ccccc1)c1ccc(CS(=O)(=O)Cc2ccc(F)cc2)o1 | 2% | 3.0% | 1% | 1% | 6%
O=C(NC1CCCCC1)C1CCCN(S(=O)(=O)c2ccc(Br)s2)C1 (stereo unspecified) | -6% | 1.3% | -4% | -9% | -4%

3 entries out of the list, sorted by length of the SMILES, ascending:
SMILES | tuberculosis growth | VEEV TC-83 Vero | H1N1 NS1A inhibition | PhoP GFP inhibition | M. tuberculosis HTS | others
NNC(=O)c1sc2cc(C(F)(F)F)cnc2c1-c1ccccn1 | -3% | 1.1% | x | 12% | 7%
C[N+](C)(C)CCNC(=O)c1c(O)c2c([nH]c1=O)CCCC2 | 9% | 1.1% | -1% | -1% | -9%
O=C(NC1CCCCC1)C1CCCN(S(=O)(=O)c2ccc(Br)s2)C1 (stereo unspecified) | -6% | 1.3% | -4% | -9% | -4%

Random excerpt: 2 compounds from above
SMILES | tuberculosis growth | VEEV TC-83 Vero | H1N1 NS1A inhibition | PhoP GFP inhibition | M. tuberculosis HTS | others
Cc1ccc(C)c(-c2csc(N/N=C/c3ccco3)n2)c1 | 0% | u | x | 0% | 35%
CCOC(=O)c1cn(CC(=O)Nc2cccc(F)c2)nn1 | 6% | i | -1% | -2% | -2%

Going on with the list.
SMILES | tuberculosis growth | VEEV TC-83 Vero | H1N1 NS1A inhibition | PhoP GFP inhibition | M. tuberculosis HTS | others
O=c1nc2c(O)cccn2c2c1c(=O)[nH]c1ccccc12 | x | i | 2% | x | x
COCCCn1c(SCC(=O)Nc2ccc(NC(C)=O)cc2)nc2sc3c(c2c1=O)CCC3 | 4% | 3.6% | 0% | -25% | -1%
O=C(Nc1cccc(Cl)c1)c1ccc(OC(=S)N2CCOCC2)cc1 | 63% | i | -14% | -2% | 25%
CCN(CC)S(=O)(=O)c1ccc(N2CCCC2)c(NC(=O)c2ccc(N3CCCC3=O)cc2)c1 | 4% | 6.6% | -5% | 4% | 42%
Cc1cc(C)n2nc(CC(=O)NCc3ccccc3Cl)nc2n1 | -18% | i | 4% | 6% | 4%
O=C(Nc1ccccc1N1CCCC1)C1CCN(C(=O)c2ccc(F)cc2)CC1 | -13% | 2.1% | -6% | 4% | 1%
CC(C)C(NC(=O)OCc1ccccc1)C(=O)N1CCOCCOCCOCC1 (stereo unspecified) | -4% | 1.6% | -17% | 1% | 1%
Cc1ccc(COc2ccccc2C(=S)N2CCCC2)cc1 | 12% | 1.5% | -12% | 4% | 3%
O=C(NN=Cc1ccccc1C(=O)O)c1cccc(S(=O)(=O)Nc2cccc(C(F)(F)F)c2)c1 | 13% | 1.3% | -2% | x | 0%
C=CCOc1ccc(C2C(C(=O)c3ccco3)=C(O)C(=O)N2CCCN(CC)CC)cc1 (stereo unspecified) | 16% | 1.9% | 3% | 2% | -2% | VEEV TC-83 Vero 10K pilot screen=0.5
CN(C)CCN(C(=O)c1ccc(S(=O)(=O)N(C)c2ccccc2)cc1)c1nc2cc3c(cc2s1)OCO3 | -1% | 0.2% | -8% | -9% | -7%
CCCCn1c(SCC(=O)NC2CCCC2)nnc1-c1ccco1 | -22% | 0.8% | 2% | 18% | 6%
CCn1c(SCC(=O)N2CCOCC2)nc2c(c1=O)SC(C)C2 (stereo unspecified) | -4% | 0.5% | -5% | 5% | -1%
COc1ccc(S(=O)(=O)N(CC(=O)NCC2CCCO2)C2CCCCC2)cc1OC (stereo unspecified) | -10% | 0.9% | 4% | -2% | -3%
COC(=O)c1cc(OC)c(OC)c(OC)c1NC(=O)c1ccc(S(=O)(=O)N(C)C)cc1 | -5% | 2.2% | -1% | -11% | -5%
N=C1C(c2nc3ccccc3s2)=C(O)CN1C1CCC(O)CC1 (stereo unspecified) | 6% | x | x | -8% | 7%
O=C(CC1C(=O)NCCN1C(=O)Nc1ccc(Cl)cc1)Nc1ccc(F)cc1 (stereo unspecified) | 26% | 0.5% | 9% | 14% | 4%
COc1cc(/C=C/C(=O)O)cc(OC)c1O | 6% | 0.5% | -4% | 16% | 0%
O=C(CCCc1nc(-c2ccc(Cl)cc2)no1)N1CCOCC1 | 41% | i | 0% | -6% | -5%
CCOc1cc(/C=C2\N=C(C)OC2=O)cc(Br)c1OCCc1ccccc1 | u | 0.3% | 2% | -3% | 5%
O=c1[nH]c(=S)n(C2CC2)c(O)c1C=NCC1CCCO1 (stereo unspecified) | -11% | 4.9% | -4% | 3% | 1%
Cn1c(O)c(C(=O)c2ccccc2)c(=O)n(C)c1=O | -7% | 0.4% | -10% | -6% | 2%
Cc1cccc(OCc2nnc(-c3ccc(F)cc3)o2)c1 | 63% | 2.8% | -13% | x | -2%
Cc1ccc(N(C)C(=O)CCS(=O)(=O)c2cc3c(cc2Cl)NC(=O)CO3)cc1 | -26% | 8.8% | 1% | -6% | 2% | VEEV TC-83 Vero 10K pilot screen=0.7
N#Cc1ccccc1NC(=O)COC(=O)/C=C/c1cn(-c2ccccc2)nc1-c1ccc(Cl)cc1 | x | 0.1% | 6% | x | x
CCC(C)c1ccccc1N1CC(C(=O)Nc2ccc(N3CCOCC3)cc2)CC1=O (stereo unspecified) | 11% | 0.1% | 0% | x | -9%
Cc1cccc(C(=O)N[C@H](C(=O)Nc2ncc(C)s2)C(C)C)c1 | 10% | 6.8% | -19% | -15% | 6%
CCN1CCN(Cc2ccc(C)cc2C)CC1 | 1% | 2.6% | -6% | 3% | -17%
Cc1cccc(NC(=O)COC(=O)c2ccc(C)c(S(=O)(=O)N3CCCCC3)c2)c1 | 19% | 10.0% | -3% | x | -9%
NCCCCc1cn(CC(=O)N2CCNCC2)nn1 | -2% | 0.4% | 1% | 0% | -6%
O=C(COC(=O)C1CC2C=CC1C2)Nc1ccccc1[N+](=O)[O-] (stereo unspecified) | 1% | 0.2% | -3% | x | 3%
CCc1ccc(C(=O)C23CN4CN(CN(C4)C2)C3)cc1 | 4% | 0.3% | -5% | -11% | 6%
COc1cc(-c2n[nH]c(=S)n2-c2ccccc2C(F)(F)F)cc(OC)c1OC | -8% | 8.7% | -4% | 4% | 1%
O=C(NCCCN1CCOCC1)c1ccco1 | 0% | i | 3% | -8% | -1%
CCCCN(C(=O)Cc1ccc(S(=O)(=O)N2CCOCC2)s1)c1c(N)n(CC(C)C)c(=O)[nH]c1=O | x | 0.7% | 1% | x | x
CCOc1ccc(Br)cc1S(=O)(=O)Nc1ccc(C(=O)OC(C)C(=O)N(C)c2ccccc2)cc1 (stereo unspecified) | -7% | 4.3% | -3% | 9% | -5%

Filtered by structure, the compounds so far with an aryl thioether with sulfur outside any ring
SMILES | tuberculosis growth | VEEV TC-83 Vero | H1N1 NS1A inhibition | PhoP GFP inhibition | M. tuberculosis HTS | others
COCCCn1c(SCC(=O)Nc2ccc(NC(C)=O)cc2)nc2sc3c(c2c1=O)CCC3 | 4% | 3.6% | 0% | -25% | -1%
CCCCn1c(SCC(=O)NC2CCCC2)nnc1-c1ccco1 | -22% | 0.8% | 2% | 18% | 6%
CCn1c(SCC(=O)N2CCOCC2)nc2c(c1=O)SC(C)C2 (stereo unspecified) | -4% | 0.5% | -5% | 5% | -1%

Going on with the list.
SMILES | tuberculosis growth | VEEV TC-83 Vero | H1N1 NS1A inhibition | PhoP GFP inhibition | M. tuberculosis HTS | others
CCC(=O)N(CC(=O)Nc1sc(C)c(C)c1C(N)=O)Cc1ccc(F)cc1 | 21% | i | -5% | 20% | 2%
O=c1[nH]c2ccccc2n1Cc1ccccc1 | -14% | 0.5% | -11% | -10% | -8%
CC(=O)Nc1ccc(NC(=O)c2ccc(C3SCC(=O)N3CCc3ccccc3)cc2)cc1 (stereo unspecified) | 31% | 6.4% | 9% | -8% | 15%
COc1cccc(CNC(=O)c2ccc(OCC(=O)N3CCOCC3)c(OC)c2)c1 | 13% | i | -3% | -12% | 7%
Cc1c(C)c(C)c(S(=O)(=O)N2CCNCC2)c(C)c1C | -1% | i | 3% | 10% | -5%
Cc1cc(NC(=O)CSCCc2ccncc2)no1 | x | 1.6% | -4% | -5% | 5%
C[C@H]1CCC[C@@H](O)CCC/C=C/c2cc(O)cc(O)c2C(=O)O1 | 7% | 1.4% | 11% | -12% | 3%
CCOC(=O)Cc1csc(NC(=O)C(C)(C)CC)n1 | 3% | i | 7% | 0% | -1%
COC(=O)C1=C(C)NC(C)=C(C(=O)OC)C1C(=O)OCc1nc2cc(C(=O)OC)ccc2c(=O)[nH]1 | -16% | 5.7% | -4% | 5% | -3%
Cc1cc(C)n2nc(C(=O)OCC(=O)c3cc(C)n(C)c3C)nc2n1 | x | 2.1% | 2% | 20% | -6% | VEEV TC-83 Vero 10K pilot screen=3.6
COC(=O)c1sccc1NC(=S)N1CCCC(C)C1 (stereo unspecified) | 41% | 0.2% | 5% | -14% | -4%
COc1cc(NC(=O)Nc2cccc(Cl)c2)c(OC)cc1NC(=O)CN1CCCCC1 | 26% | 6.9% | -2% | 1% | 6%
N#Cc1ccc(OC(=O)Cc2ccsc2)cc1 | 9% | 1.0% | -6% | -14% | -6%
O=C(/C=C/c1ccccc1)OCN1C(=O)c2ccccc2C1=O | 0% | 2.0% | 2% | -6% | 8%
COc1cc2c(cc1OC)CN(C(=O)c1cc(S(=O)(=O)N3CCOCC3)ccc1C)CC2 | 17% | 2.0% | 2% | -12% | -4%
O=C(NCc1ccco1)C(=O)NCC1OCCN1S(=O)(=O)c1ccc(F)cc1 (stereo unspecified) | 2% | i | 8% | 2% | -1% | VEEV TC-83 Vero 10K pilot screen=0.7
Cc1ccc(S(=O)(=O)N2CN(CC3CCCO3)c3nc4ccccc4nc32)cc1 (stereo unspecified) | 4% | 4.7% | -3% | -7% | 2%
Cc1cccc(C)c1NC(=O)CN(C)CC(=O)Nc1ccc(C#N)c(Cl)c1 | 32% | i | 2% | -7% | -7%
COc1ccc(NC(=S)N2CCC(NC(=O)c3cccc(F)c3)CC2)cc1 | 0% | 1.8% | 1% | -8% | 0%
COc1ccccc1CNC(=O)CCCC(=O)n1ncc2cc(C)ccc21 | -6% | 2.6% | 1% | -4% | 6%
Cc1cccc(C(=O)/C=C2/c3ccccc3CC(C)(C)N2C)c1 | 16% | i | 7% | 10% | 6%
COc1cc(C(=O)O)c2ccccc2n1 | -12% | i | -4% | -7% | 3%
C[C@]12c3[nH]c4cc(-c5ccco5)ccc4c3CCN1C(=O)[C@@H](CC(=O)NCc1cccc(C(F)(F)F)c1)C[C@@H]2C(=O)N1CCOCC1 | x | 2.6% | 1% | x | x
Cc1occc1C(=O)Nc1sc2c(c1C(N)=O)CCCCC2 | 28% | 5.6% | 12% | -5% | 13%
Cc1ccc(S(=O)(=O)/N=C(/Sc2ccccc2C(=O)O)c2ccccc2)cc1 | 2% | 1.6% | -3% | 9% | 2%
CCCCCn1nc(C(=O)OCC(=O)c2c(N)n(C)c(=O)n(C)c2=O)c2ccccc2c1=O | 20% | 11% | 2% | 9% | 3%
